N370S GC – inhibitors or activators of N370S glucocerebrosidase for Gaucher disease; P04062; N370S GC spleen homogenate, 4MU-glucoside fluorescence; Potency, µM (top dose mostly 59.4 µM), for the others: at the highest dose activity change, negative = inhibition, actives largely listed as inhibitors; 330,000 tested, 0.092% active;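 note: 0% = full enzyme activity and -100% = no enzyme basal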
KAT2A inh – blocks human GCN5L2 histone acetyltransferase | GCN5L2 HAT assay, ThioGlo1 CoA-SH fluorescence | Q92830 | Potency, µM (titrated, usually from 58.9 µM), inactives show top-dose activity change, negative = inhibition, usual class: inhibitors | 390,000 tested, 0.21% active
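Fluorescence readout, Ex340nm/Em540nm: ThioGlo1 (50uM final) reacts with free CoA thiol released as 20nM GCN5L2 acetylates H3(1-25) peptide (75uM) using acetyl-CoA (70uM). Compound and enzyme sat 15 min beforehand; 20 min room-temperature reaction.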
FEN1 inh – blocks human flap endonuclease 1; P39748; Recombinant FEN1 flap cleavage, fluorescence, 15 min; Potency, µM (highest dose often 114 µM), inactives show at the top dose activity change, negative = inhibition, hits mostly inhibitors; 390,000 tested, 0.35% active; AID 588795; note: nearly all actives have a fitted effect of over 65% in size
Target sequence (P39748 whole entry, looked up): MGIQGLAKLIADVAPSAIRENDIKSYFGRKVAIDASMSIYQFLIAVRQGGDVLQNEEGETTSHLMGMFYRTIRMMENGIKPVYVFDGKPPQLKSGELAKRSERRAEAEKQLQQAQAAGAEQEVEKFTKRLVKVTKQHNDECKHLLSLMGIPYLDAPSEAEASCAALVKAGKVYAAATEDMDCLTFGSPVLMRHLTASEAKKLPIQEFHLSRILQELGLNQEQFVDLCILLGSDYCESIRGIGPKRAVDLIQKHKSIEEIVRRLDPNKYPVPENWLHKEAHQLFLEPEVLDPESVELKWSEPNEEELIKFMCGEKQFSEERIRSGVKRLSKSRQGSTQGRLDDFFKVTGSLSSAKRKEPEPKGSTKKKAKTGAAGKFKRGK
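With each library titrated from low to high concentration, compounds met 10 nM FEN1 for 15 min at room temperature before 50 nM substrate was added; readings at 0 and 15 min fed four-parameter Hill curve fits.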
Numbers without * were called inactive; ? = inconclusive; / = no result given; & = joins results of further samples; [ ] = another dose, or the depositor's remark. Calls come from the whole dose curve; as a rule, active = well fitted curve in the direction sought with a large enough effect; inconclusive = small, poorly fitted or top-dose-only effect, or another doubt; inactive = no such curve, though single readings can be large; an effect the other way counts as inactive or inconclusive. Unless noted, % is set by controls: 0 for no effect and ±100 for the full control effect; potency is the fitted concentration of half-maximal effect.

Sample of the layout, 4 compounds:
Compound,FEN1 inh,N370S GC,KAT2A inh
CN(C)c1ccc(-c2cncnc2NCc2cccnc2)cc1,/,-2%,-7%
Cc1ccc(Cl)cc1N1CCN(C(=O)C2CCN(S(=O)(=O)Cc3ccccc3)CC2)CC1,-3%,/,-11%
O=S(=O)(c1ccc(Cl)cc1)N1CCCc2ccccc21,-14%,9%,-1%
CCOc1ccc(NC(=O)c2ccc(F)c(S(=O)(=O)N(CC)Cc3ccccc3)c2)cc1,-3%,/,-2%

The whole of this part, repeating the preview:
Compound,FEN1 inh,N370S GC,KAT2A inh
CN(C)c1ccc(-c2cncnc2NCc2cccnc2)cc1,/,-2%,-7%
Cc1ccc(Cl)cc1N1CCN(C(=O)C2CCN(S(=O)(=O)Cc3ccccc3)CC2)CC1,-3%,/,-11%
O=S(=O)(c1ccc(Cl)cc1)N1CCCc2ccccc21,-14%,9%,-1%
CCOc1ccc(NC(=O)c2ccc(F)c(S(=O)(=O)N(CC)Cc3ccccc3)c2)cc1,-3%,/,-2%
O=C(COc1ccccc1)NNc1nc2c(F)cc(F)cc2s1,3%,5%,3%
Cc1cc(=O)n2[nH]c(=O)c(N=Nc3ccccc3)c2[nH]1,17%,-15%,?
COc1ccc(-c2cc(C(=O)NCCN3CCOCC3)c3cc(C(C)C)ccc3n2)cc1,11%,0%,-26%
COc1ccc(CCN2CC(C(=O)N(C)Cc3cccnc3)CC2=O)cc1OC (stereo not drawn),3%,/,2%
Cc1ccc(/C=N/N2CCN(Cc3cccc4ccccc34)CC2)o1,-15%,-3%,-1%
Cc1cnc(CN(C)C(=O)c2ccc3oc(Cc4ccccc4)nc3c2)[nH]1,-1%,5%,-2%
COc1ccc(S(=O)(=O)N2CCC(Oc3ccc(-n4cnnn4)cc3)CC2)cc1,-4%,/,-1%
O=C(CCNc1ccc(Cl)cc1)c1cccs1,1%,-5%,6%
CCOC(=O)N1CCN(C(=O)CNC(=O)c2nn(-c3ccc(OC)cc3OC)c(=O)c3ccccc23)CC1,-5%,-3%,0%
O=C(/C=C/c1cccc(Br)c1)NCc1ccncc1,-1%,-3%,-7%
O=C(Nc1cccc(Cl)c1Cl)C1CCCO1 (stereo not drawn),2%,2%,2%
Cc1ccn2c(Nc3ccccc3)c(-c3ccccn3)nc2c1,-2%,3%,-5%
Cc1nc2ccccc2c(=O)n1NC(=O)c1ccc(C(C)(C)C)cc1,-7%,-5%,-4%
CCCCCCC(=O)N(O)C1CC(=O)N(c2ccc(C)cc2)C1=O (stereo not drawn),2%,0%,3%
COc1ccc(Cn2ccnc2SCC(=O)Nc2nnc(C)s2)cc1,-2%&14%,1%,-1%&0%
COc1c(F)c(F)c(C(=O)O)c(Nc2ccccc2C)c1F,2%,2%,-5%
O=S(=O)(O/N=C1\CCCc2ccccc21)c1ccc(Cl)cc1,-10%,-17%,-2%
O=C(O)c1nn(-c2ccccc2)c(-c2ccccc2)c1C(=O)c1ccccc1,26%,1%,0%
Cc1ccc(S(=O)(=O)N2CCCC(C(=O)NC3=NCCS3)C2)cc1 (stereo not drawn),-3%,3%,1%
COc1ccc(S(=O)(=O)NCc2ccc(C(=O)NCc3ccccc3)cc2)cc1,14%,/,-7%
Cc1nn(-c2ccccc2)c2[nH]c(=O)c(CNc3ccc4c(c3)OCCO4)cc12,14%,-11%,-14%
O=C(COc1ccc(S(=O)(=O)N2CCOCC2)cc1)NCCN1CCOCC1,2%,-9%,-1%
CSc1ccccc1NC(=O)c1cc(-c2ccc3c(c2)OCO3)on1,-4%,-1%,-3%
CC(=O)OCC(=O)Nc1ccc(SC(F)F)cc1,4%,-5%,0%
COc1cccc(N(CC(=O)NC2CCCCC2)C(=O)CCCC(=O)Nc2ccccn2)c1,1%,2%,-6%
O=C(NCCc1ccccc1)C(=O)Nc1cccc(Br)c1,-13%,/,11%
COc1cc2c(cc1OC)CN(C(=O)c1ccncc1)CC2,-1%,-13%,10%
CC(/C=N/n1c(-c2ccco2)n[nH]c1=S)=C\c1ccccc1,-5%,?,-14%
Cc1c(Cl)c([N+](=O)[O-])nn1CC(=O)N1CCN(C23CC4CC(CC(C4)C2)C3)CC1,10%,-5%,2%
N=C1/C(=C\c2ccc(SCc3ccccc3)o2)C(=O)N=C2SC(CC(=O)N3CCOCC3)=NN12,-15%,-22%,-22%
Cc1nnc(SCc2nc(N)nc(Nc3ccccc3)n2)s1,-9%,21%,-2%
Cc1cnc(NC(=O)c2cc3c(C)nn(Cc4ccccc4Cl)c3s2)s1,-4%,3%,0%
N#CCSc1nn(-c2ccc(F)cc2)c(=S)s1,1%,5%,-10%
COc1cccc(C(=O)Nc2cccc(-c3ccc4nncn4n3)c2)c1OC,-4%,7%,-8%
CCOc1ccc(N=Cc2c(C)[nH]n(-c3nc4ccccc4[nH]3)c2=O)cc1,?,-2%,-25%
Cc1ccc(S(=O)(=O)NCc2ccccc2)cc1C(=O)NC1CCCCC1,23%,3%,-4%
CCOc1ccccc1N(CC(=O)NC1CCCCC1)C(=O)CCC(=O)Nc1cc(C)ccn1,1%,-7%,-3%
COc1ccc(N(C)S(=O)(=O)c2cccc(C(=O)N3CCN(c4ccccc4)CC3)c2)cc1,12%,-5%,-1%
COC(=O)C1C(c2ccccc2)C=CC(c2ccccc2)C1C(=O)O (stereo not drawn),-22%,0%,-2%
Cc1ccc(NC(=O)COC(=O)CN2C(=O)NC3(CCCC3)C2=O)cc1F,2%,/,-7%
CC[C@@H]1C=C(C)C[C@H](C)C[C@H](OC)[C@H]2O[C@@](O)(C(=O)C(=O)N3CCCC[C@H]3C(=O)O[C@H](/C(C)=C/[C@@H]3CC[C@@H](O)[C@H](OC)C3)[C@H](C)[C@@H](O)CC1=O)[C@H](C)C[C@@H]2OC,/,-24%,-6%
Cn1ncc2c(NCc3ccc(F)cc3)ncnc21,0%,/,-5%
COc1cc2c(c(OC)c1)C(c1ccncc1)CC(=O)N2 (stereo not drawn),-5%,3%,-6%
c1ccc(OCCCCn2cnc3ccccc32)cc1,6%,2%,-8%
CCN1/C(=C\C=C2\C(=O)N(C)C(=S)N2C)Sc2ccccc21,0%,-12%,-2%
O=C(O)/C(=C\c1ccc(C(F)(F)F)cc1)c1ccc(S(=O)(=O)N2CCCC2)s1,1%,/,-5%
c1ccc(CN2CCC3(CCCc4ccccc43)CC2)cc1,12%,-9%&-1%,-3%&2%
CCOC(=O)C1CCN(S(=O)(=O)c2ccc(CC)cc2)CC1,1%,12%,0%
Cc1cccc(CSc2nnc3c(n2)[nH]c2ccccc23)c1,15%,-12%,-7%
CC(=O)C1=C(C)Nc2ncnn2C1c1cccc(OCc2ccccc2)c1 (stereo not drawn),16%,-10%,2%
Cc1noc(NS(=O)(=O)c2ccc(NC(=O)c3ccc(Br)o3)cc2)c1C,-1%,6%,-18%
Cc1c(Cl)cccc1NC(=O)CCn1c(=O)c2cccn2c2ccccc21,-2%,/,-5%
O=C1NC(=O)/C(=C/c2cccc([N+](=O)[O-])c2)N1,-3%,-2%,2%
COc1cc(CN2CCC(C(=O)N3CCN(c4ccccc4F)CC3)CC2)cc(OC)c1O,0%,-5%,-11%
COC(=O)C(Oc1ccc2c(-c3ccc(OC)cc3)cc(=O)oc2c1)c1ccccc1 (stereo not drawn),-6%,-1%,31%[activator]
O=C(N/N=C/c1ccc2cccnc2c1)c1nc2ccccc2c(=O)[nH]1,0%,-2%,-9%

Going on with the list.
Compound,FEN1 inh,N370S GC,KAT2A inh
O=C(O)CCCNC(=O)/C(=C\c1ccc(Cl)cc1)NC(=O)c1ccccc1Br,-1%,3%,-8%
CCOc1ccc(NC(=O)C(=O)NCCc2ccccc2)cc1,7%,/,8%
CN(CCCNC(=O)c1cccc(N2CCCC2=O)c1)c1ccccc1,-10%,5%,-9%
COc1ccc2[nH]c(CN3CCN(CC(C)C)C(CCO)C3)c(C)c2c1 (stereo not drawn),35%,10%,-2%
COC(=O)c1ccc(-n2nnnc2SCc2nn[nH]n2)cc1,-4%,4%,4%
Cc1cccc(-n2cnc(C(=O)N3CCN(C)CC3)c2)n1,-7%,5%,-5%
O=C(NCc1ccc2c(c1)OCO2)c1cc(-c2ccccc2)on1,1%,-3%,0%
Cc1cccc(C)c1NC(=O)CSc1nnc([C@@H]2CCCN2C(=O)OC(C)(C)C)o1,-3%,12%,-5%
COc1cccc(C(=O)NC(=S)Nc2ccc3oc(=O)ccc3c2)c1,-5%,4%,-10%
O=C(NCCN1CCCCC1)c1ccc(I)cc1,/,1%&7%,-3%
NC(=O)c1ncn([C@@H]2O[C@H](CO)[C@@H](O)[C@H]2O)c1N,/,1%,1%
O=C(c1ccc(Cl)c(S(=O)(=O)N2CCOCC2)c1)N1CCCC1,-3%,-6%,-5%
O=NN1CCN(c2ccncc2S(=O)(=O)N2CCCCC2)CC1,2%,-1%,-29%
CC1CCN(C2=NC(=O)/C(=C/c3cccc(O)c3)S2)CC1,-1%,-6%,2%
CC(=O)Nc1ccc(SCC(c2ccccc2)N2CCN(CCc3ccccc3)CCC2=O)cc1 (stereo not drawn),-25%,-7%,/
O=C(c1ccc(COc2ccccc2Br)o1)N1CCN(c2ccccn2)CC1,2%,1%[12.8 µM],-21%
NCCCC[C@@H]1NC(=O)c2cc([N+](=O)[O-])cc(F)c2NCCCC[C@@H](C(N)=O)NC(=O)[C@H](CCC(N)=O)NC1=O,-15%,-8%,-1%
CC(=O)c1cccc(CN2CCC(n3nccc3NC(=O)c3ccc4c(c3)OCO4)CC2)c1,4%,2%,-15%
Cc1cc(C)nc(-n2nc(C)c3c2N(Cc2ccccc2)C(=O)CC3c2ccc(Cl)cc2)n1 (stereo not drawn),-18%,/,0%
Cc1ccc(S(=O)(=O)Nc2nc(C)c(C(=O)NN)s2)cc1,0%,20%,-3%
Cc1cc(C)c(C#N)c(SCc2nnc(-c3ccccc3[N+](=O)[O-])o2)n1,3%,10%,-1%
COc1ccc(C2C(C(=O)N3CCCC3)c3cc(OC)c(OC)cc3C(=O)N2C)cc1OC (stereo not drawn),8%,3%,1%
COCCNC(=O)CCn1c(=O)c2cc(OC)c(OC)cc2n(CC(=O)Nc2ccc(Cl)cc2F)c1=O,-5%,/,-4%
COc1cc(Nc2nc(SCC(=O)c3ccc(Cl)c(Cl)c3)nc3ccccc23)cc(OC)c1,15%,/,-5%
Cc1ccc2c(c1)Oc1ccccc1C=C2C(=O)O,-4%,-1%,1%
COc1ccc(CNC(=O)OCCN2CCN(S(=O)(=O)c3ccc(C)cc3)CCC2=O)cc1,16%,6%,-1%
Cc1ccc2nc(C(F)(F)F)c(C#N)c(N)c2c1,-6%,-7%,1%
CCCc1nc2ccccc2c(=O)n1CCc1ccccc1,-7%,2%,-9%
CN(c1ccccc1)S(=O)(=O)c1ccc(NC(=O)c2nc(S(C)(=O)=O)ncc2Cl)cc1,-2%&-15%,-5%,-4%&-10%
COCCNC(=O)C(=O)Nc1cccc(Br)c1,-7%,/,2%

Some of the entries so far, with values ahead of the structure:
FEN1 inh	N370S GC	KAT2A inh	Compound
-4%	-1%	1%	Cc1ccc2c(c1)Oc1ccccc1C=C2C(=O)O
-5%	/	-4%	COCCNC(=O)CCn1c(=O)c2cc(OC)c(OC)cc2n(CC(=O)Nc2ccc(Cl)cc2F)c1=O
-18%	/	0%	Cc1cc(C)nc(-n2nc(C)c3c2N(Cc2ccccc2)C(=O)CC3c2ccc(Cl)cc2)n1 (stereo not drawn)

Going on with the list:
Compound,FEN1 inh,N370S GC,KAT2A inh
CN1CCC(Oc2ccccc2Sc2ccc(C(F)(F)F)cc2)CC1,17%,?,-3%
CCOc1ccccc1C1C(C(N)=O)=C(C)Nc2nc(-c3cccc(C)c3)nn21 (stereo not drawn),-12%,-13%,1%
CC(=O)Nc1ccc(Nc2ccc(N3C(=O)CCCC3=O)cc2[N+](=O)[O-])cc1,12%,6%,4%
CCn1c(C)cc2c(c1=O)C(c1ccccc1Br)C(C#N)=C(N)O2 (stereo not drawn),9%,8%,-8%
O=C(CN1CCN(c2ccc(C(F)(F)F)cn2)CC1)Nc1ccc2c(c1)OCO2,10%,-11%,-7%
COc1cc2oc(=O)c(CC(=O)NCCc3ccccc3)c(C)c2cc1Cl,23%,/,1%
